Screening results (PubChem)
14-3-3 Bad PPI: disrupts binding of bovine 14-3-3 zeta to phospho-Bad peptide; P63103; inhibition, % at 21.7 µM; TR-FRET 14-3-3zeta/Dy647-pBad peptide displacement, 1 h; 220,000 tested, 0.71% active;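 active = inhibition above about 70%, limit read from the data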;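 note: 0% = full 14-3-3 plus peptide FRET controls and 100% = background without 14-3-3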
Target sequence (P63103 whole entry, looked up): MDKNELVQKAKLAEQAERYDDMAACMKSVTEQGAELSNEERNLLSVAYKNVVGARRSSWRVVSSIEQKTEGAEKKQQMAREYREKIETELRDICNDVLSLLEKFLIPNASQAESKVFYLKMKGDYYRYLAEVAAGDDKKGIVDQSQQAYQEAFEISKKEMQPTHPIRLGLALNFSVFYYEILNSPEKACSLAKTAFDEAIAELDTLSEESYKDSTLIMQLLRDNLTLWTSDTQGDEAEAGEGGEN
Furin inhibitor: inhibitors of human furin; AID 463115; 220,000 tested, 0.061% active; inhibition, % at 30 µM; purified furin, fluorogenic substrate cleavage; in the data active = inhibition above about 25%; note: inactives centre near -15
Target sequence (P09958 108-714 limits assumed): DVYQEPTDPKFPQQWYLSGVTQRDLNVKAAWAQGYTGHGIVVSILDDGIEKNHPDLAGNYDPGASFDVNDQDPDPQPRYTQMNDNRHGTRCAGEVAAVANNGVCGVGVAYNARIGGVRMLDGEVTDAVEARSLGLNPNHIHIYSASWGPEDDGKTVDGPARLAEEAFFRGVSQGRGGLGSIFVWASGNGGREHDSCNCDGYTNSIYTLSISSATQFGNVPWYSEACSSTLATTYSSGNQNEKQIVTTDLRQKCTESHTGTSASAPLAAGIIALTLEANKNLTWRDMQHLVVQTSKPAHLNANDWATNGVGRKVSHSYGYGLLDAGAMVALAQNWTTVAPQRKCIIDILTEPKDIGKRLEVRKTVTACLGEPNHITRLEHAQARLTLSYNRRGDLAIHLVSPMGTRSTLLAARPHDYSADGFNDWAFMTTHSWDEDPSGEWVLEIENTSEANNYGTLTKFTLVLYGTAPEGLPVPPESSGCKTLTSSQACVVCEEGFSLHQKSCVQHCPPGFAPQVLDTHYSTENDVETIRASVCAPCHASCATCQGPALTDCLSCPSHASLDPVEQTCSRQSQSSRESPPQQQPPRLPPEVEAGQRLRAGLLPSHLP
Rad51 HR inh: blocks human Rad51 in homologous recombination | Q06609 | hRad51 DNA strand exchange, fluorescence dequenching | inhibition, % at 10 µM | 200,000 tested, 0.085% active;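 active = inhibition above 40% at the single screening dose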;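 note: 0% = DMSO control wells and 100% = blanks with heterologous ssDNA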
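Material: Human Rad51 nucleoprotein filaments preassembled on unlabelled ssDNA | Also added: Labelled 47-mer dsDNA for strand exchange | Dosing: Single dose, 10 µM final compound | Schedule: 30-min compound preincubation and 15-min exchange, both room temperature | Technique: Fluorescence dequenching at 485/520 nm | Measure: Percent inhibition relative to plate controls and blanks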
KLK5 inh: inhibitors of human kallikrein 5; 210,000 tested, 0.59% active; inhibition, % at 5 µM; recombinant hK5, fluorogenic AMC substrate cleavage;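 active = inhibition of 40% or more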;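 note: 0% = enzyme controls without compound and 100% = no-enzyme blanks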
Target sequence (Q9Y337 67-293 limits assumed): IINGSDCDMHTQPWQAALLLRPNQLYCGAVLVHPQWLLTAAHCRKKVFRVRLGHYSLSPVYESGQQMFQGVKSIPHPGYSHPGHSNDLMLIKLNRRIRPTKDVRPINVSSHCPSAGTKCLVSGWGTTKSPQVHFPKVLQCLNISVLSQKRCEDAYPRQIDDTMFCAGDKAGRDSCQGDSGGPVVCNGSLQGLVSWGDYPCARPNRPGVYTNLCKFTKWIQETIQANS
Thrombin inh: blocks human thrombin protease activity; P00734; alpha-thrombin, Boc-VPR-AMC fluorogenic substrate cleavage; inhibition, % at 5 µM; 220,000 tested, 0.26% active; AID 1046;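 active = inhibition at or above 40%; inactive = inhibition below 40%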;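 note: 0% = enzyme with no compound and 100% = wells without enzyme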
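Assay system: human alpha-thrombin enzyme. Reagent: Boc-VPR-AMC substrate, 15 µM final. Compound dosing: one concentration per compound, 5 µM, with 0.2% DMSO. Incubation: room-temperature reaction. Technique: AMC fluorescence, 355/460 nm. Measure: % inhibition relative to enzyme controls and enzyme-free blanks.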
eIF4E 4G PPI: inhibitors of eIF4E and eIF4G interaction in translation initiation. P63073+Q04637. inhibition, % at 21.7 µM. TR-FRET eIF4E-eIF4GI(517-606) binding, 2 h. 220,000 tested, 0.37% active;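 note: 0% = full FRET control wells and 100% = background wells lacking eIF4GI fragment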
EBV gp42 inh: inhibitors of Epstein-Barr virus glycoprotein 42. Fluorescence polarization binding assay, mP read-out. Q1HVG2. inhibition, % (tested at 21.74 µM). 220,000 tested, 0.42% active; in the data active = inhibition above about 50%
p47phox inh: blocks human p47phox regulatory protein of NADPH oxidases; P14598; p47phox/p22phox peptide binding, fluorescence polarization, 2 h; inhibition, % at 24.7 µM; 220,000 tested, 0.53% active; AID 1274;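 note: 0% = p47phox with labelled peptide and 100% = labelled peptide alone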
Cl transport mod: modulators of human KCC2 chloride dependent transport. KCC2 cells, thallium flux FluoZin-2 fluorescence. B-score of Tl+ flux slope (higher = more flux/activation; lower = inhibition) at 10 µM. 190,000 tested, 2.2% active;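 active = thallium flux slope and its plate-corrected score both differing from the plate sample mean at a set confidence after two filtering rounds, in either direction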;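 note: slope of fluorescence scaled to starting intensity during 10 to 20 s after thallium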
An asterisk follows results filed as active; . = not tested or not shown; [ ] = another dose, or the depositor's remark.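 Rule for the calls, unless noted: active = inhibition above about 30% (limit read from the data); inactive = the rest.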

SMILES	14-3-3 Bad PPI	Furin inhibitor	Rad51 HR inh	KLK5 inh	Thrombin inh	eIF4E 4G PPI	EBV gp42 inh	p47phox inh	Cl transport mod
CCOC(=O)c1c(C)[nH]c(C)c1C(=O)COc1ncnc2cc([N+](=O)[O-])ccc12	-10.4	-33.6	-3.5	2.0	-9.3	0.3	-25.0	-12.7	-0.673
Cn1c(N)c(C(=O)COC(=O)c2ccc3c(c2)C(=O)N(c2ccc(Cl)cc2)C3=O)c(=O)n(C)c1=O	46.3	-11.1	.	.	1.0	-11.9	6.3	7.9	-0.415
COc1ccccc1-c1cc(C(F)(F)F)nc(N2CCOCC2)n1	1.2	-24.2	-6.1	-6.1	4.1	4.3	-8.0	-3.4	.
COc1cccc(NC(=S)NCCCN2CCOCC2)c1	-14.0	-24.3	.	-25.1	-0.6	4.5[fluorescence artefact?]	-4.5	-20.2	0.0287
O=C(CCCN=C1NS(=O)(=O)c2ccccc21)OCC(=O)N1CCc2ccccc21	2.2[fluorescence artefact?]	-25.3	4.2	1.1	-3.3	-2.6	-5.3	6.1	-2.03
Cc1ccc(N(C(=O)Cc2cccs2)C2C=CS(=O)(=O)C2)cc1Cl (stereo unspecified)	23.9	-2.2	9.2	2.6	-5.0	-3.4	8.1	0.2	0.33
Cn1cc(Cl)c(C(=O)Nc2cccc(Cl)c2Cl)n1	1.8	-87.7[20 µM]	6.9	-6.8	1.4	-0.7	-5.4	-19.6	-0.791
CC(=O)c1ccc(NC(=O)CSC(=S)N2CCCC2)cc1	-8.2	-20.7	-18.0	-3.1	-5.1	-1.2	5.8	-11.2	-0.193
NS(=O)(=O)c1ccc(CCNC(=O)COC(=O)C2CCCN2C(=O)c2cccs2)cc1 (stereo unspecified)	9.9[fluorescence artefact?]	-7.6	-0.1	11.1	3.4	-1.5[fluorescence artefact?]	-15.3	-9.7	3.66
Cc1cc(NC(=O)CSc2c3c(nc4ccccc24)CCC3)no1	5.0	-6.0	.	-5.3	3.8	2.0	-9.7	-10.1	0.00134
Cc1sc2ncnc(OCC(=O)Nc3ccc4c(c3)OCCO4)c2c1C	-10.1[fluorescence artefact?]	-14.1[20 µM]	.	-2.5	6.1	-7.8	-31.0	-23.8	-0.00748
NC(=O)c1nc(-c2cccs2)nc2c1[nH]c(=O)n2-c1ccc(F)cc1	59.1	-23.8	3.8	-14.0	-3.2	8.5	-13.0	17.1	-0.728
Cc1ncc([N+](=O)[O-])n1CC(=O)N/N=C/c1ccc(F)cc1	-6.1	-20.3	19.2	-10.6	-5.4	-0.2	9.1	-1.5	1.18
CCOc1ccc(NC(=O)c2ccc(Br)o2)c([N+](=O)[O-])c1	-5.4[fluorescence artefact?]	-2.2[20 µM]	-1.7	11.4	5.8	2.1	-26.3	-48.0	-0.0537
c1ccc2c(c1)OCC(c1nnc3sc(-c4ccc5c(c4)OCO5)nn13)O2 (stereo unspecified)	20.9[fluorescence artefact?]	-16.2	-2.5	-6.1	-7.0	18.6[fluorescence artefact?]	-38.4	-25.6	.
c1ccc(Nc2nnc(SCc3cccc4ccccc34)s2)cc1	-1.6	-1.1[20 µM]	10.1	1.5	-3.2	-6.5	-0.8	-13.5	0.65
COc1ccc(-c2cc(C(F)F)n3ncc(C(=O)N4CCN5CCCC5C4)c3n2)cc1 (stereo unspecified)	-3.5	-18.1[20 µM]	3.8	-15.1	1.3	5.6[fluorescence artefact?]	2.8	-12.6	0.0964
Cc1cccc(C)c1NC(=S)Nc1ccc(Cl)c(Cl)c1	-15.1	-3.9	-3.2	1.3	-3.5	-2.7	3.2	1.0	4.36
Cc1cccn2c(=O)c3cc(C(=O)NCc4ccco4)c(=N)n(CCc4ccccc4)c3nc12	14.9	-45.5	-19.8	2.7	-1.8	-3.7	38.1	-2.5	-0.851
Cc1cc(C)c(NC(=O)CN2C(=O)NC(Cc3ccccc3)C2=O)c(C)c1 (stereo unspecified)	1.6	-13.4	11.6	-7.0	-2.4	-0.3	-7.4	-5.2	-0.511
COc1ccccc1-n1c(CNC(=O)c2cccc([N+](=O)[O-])c2C)n[nH]c1=S	-18.9	-16.4	13.4	3.5	-11.1	2.6	-10.8	-10.0	-0.677
Cc1ccc(S(=O)(=O)N2CCSC2)cc1C	-4.8	4.9[20 µM]	7.0	-2.2	-6.0	-4.5	-9.2	-4.3	-0.223
Clc1ccc(-c2nc(-c3cnccn3)no2)cc1	4.8	-22.7	6.4	5.4	5.5	4.3	-18.5	-6.8	-0.659
CC1CCCN(C(=O)CCc2ccccc2)C1 (stereo unspecified)	-6.7[fluorescence artefact?]	-0.1	3.8	-15.1	-5.0	-0.3	-19.4	-3.2	-0.764
Brc1ccc2oc(-c3ccn[nH]3)cc2c1	-2.3	-26.4	6.7	10.2	-5.0	7.4	-1.7	-3.5	-1

Next section, starting with the last five of the part before.
SMILES	14-3-3 Bad PPI	Furin inhibitor	Rad51 HR inh	KLK5 inh	Thrombin inh	eIF4E 4G PPI	EBV gp42 inh	p47phox inh	Cl transport mod
COc1ccccc1-n1c(CNC(=O)c2cccc([N+](=O)[O-])c2C)n[nH]c1=S	-18.9	-16.4	13.4	3.5	-11.1	2.6	-10.8	-10.0	-0.677
Cc1ccc(S(=O)(=O)N2CCSC2)cc1C	-4.8	4.9[20 µM]	7.0	-2.2	-6.0	-4.5	-9.2	-4.3	-0.223
Clc1ccc(-c2nc(-c3cnccn3)no2)cc1	4.8	-22.7	6.4	5.4	5.5	4.3	-18.5	-6.8	-0.659
CC1CCCN(C(=O)CCc2ccccc2)C1 (stereo unspecified)	-6.7[fluorescence artefact?]	-0.1	3.8	-15.1	-5.0	-0.3	-19.4	-3.2	-0.764
Brc1ccc2oc(-c3ccn[nH]3)cc2c1	-2.3	-26.4	6.7	10.2	-5.0	7.4	-1.7	-3.5	-1
CC(C)(C)C(=O)NC(=S)Nc1ccccc1F	5.0	-17.3	5.0	-2.0	-6.2	-0.2	-2.9	-8.0	.
Cc1cccc(-n2c(C)cc(/C=N\NC(=O)c3cccs3)c2C)c1	-0.1	-13.4	-39.5	-5.9	-3.8	17.5[fluorescence artefact?]	-28.1	-34.2	-0.985
CCOc1ccccc1NC(=O)COC(=O)/C=C/c1ccc(OC)c(OC)c1	-12.5	-7.4	29.9	2.8	7.3	2.4	-9.3	7.4	-1.05
COc1cc(C2CC(=O)c3cnc(N)nc3C2)cc(OC)c1OC (stereo unspecified)	8.8	-23.3[20 µM]	-2.7	-5.7	2.3	1.2	-28.1	-6.9	0.154
Cc1cccc(NC(=S)N(CCc2ccncc2)C(C)C)c1C	0.6	-23.1	.	.	-1.1	-2.0	-12.4	.	-1.01
Cc1ccc(S(=O)(=O)N2Cc3ccccc3CC2C(=O)Nc2cc(C)on2)cc1 (stereo unspecified)	-2.5	-2.0	-1.4	-9.6	1.7	2.2	-16.0	5.2	0.5
COCCNC(=S)N/N=C(\C)c1cccc(C(F)(F)F)c1	-5.6	-25.4	-14.6	0.6	3.5	0.1	-24.5	-6.0	5.79*
N#CC(c1ccccc1)C1CCN(Cc2ccccc2)CC1 (stereo unspecified)	4.8[fluorescence artefact?]	-22.2	1.9	-14.4	-1.5	16.7[fluorescence artefact?]	-10.3	-1.3	0.163
COc1ccccc1C1C2=C(N=c3s/c(=C/c4cccc(OCC(=O)O)c4)c(=O)n31)c1ccccc1CC2 (stereo unspecified)	-3.8	-9.4	.	-9.3	0.8	18.6[fluorescence artefact?]	-4.8	-45.2	-3.77
CCn1c(=O)c(=O)[nH]c2cc(C(=O)NC3CCCC3)ccc21	2.4	-14.7	-11.3	-5.9	-7.0	-0.5	-3.7	-28.3	0
Cc1ccc(CC(=O)Nc2cccc(C)n2)cc1	1.5	-9.6[20 µM]	0.5	-3.2	-10.7	3.4	-0.3	-10.7	0.652
CCOC(=O)Cc1cc(=O)n2[nH]c(C(C)(C)C)cc2n1	-7.9	-17.6	.	-2.0	-3.6	2.7	-6.6	-5.2	0.685
CCC(C)N1CC(C(=O)NC2CCCCC2)CC1=O (stereo unspecified)	.	-26.1	-3.2	-15.9	-0.2	.	.	.	-0.7
CCOC(=O)C1CCN(C(c2cccc(OC)c2)c2sc3nc(C)nn3c2O)CC1 (stereo unspecified)	2.6	-15.8	2.5	-0.9	-4.9	1.6	-4.9	-9.8	.
Cc1ccc(NC(=O)CN(C)CC(=O)Nc2c(C)cccc2C)c(Br)c1	3.1	-9.0[20 µM]	-1.5	0.4	3.1	-6.9	-5.0	2.4	-0.03
CCOC(=O)c1c(C)oc2c1c1c(c3ccccc32)OCN(Cc2ccccn2)C1	7.8[fluorescence artefact?]	-8.5	-11.1	-18.9	1.8	-0.4[fluorescence artefact?]	-1.4	6.2	.
CCOc1ccccc1N1Cc2cc(C)c(C)cc2C1	11.2	-14.3	-0.8	-6.2	-5.5	3.6	-10.9	10.7	-0.0665
CCCCNC(=S)NNC(=O)c1csc(C)c1C	4.1	-12.9	-1.8	-79.2	-0.3	1.5	-16.5	2.8	0.209
Cc1cccc(C(=O)NNC(=O)c2cc3cc4ccccc4nc3s2)c1	0.4	-12.7[20 µM]	-0.5	-4.4	3.5	-2.8	-17.2	-4.8	0.0562
O=C(COC(=O)CCCN1C(=O)c2ccccc2C1=O)Nc1ncc(Cl)cc1Cl	-9.8	-10.0	0.3	-2.0	7.8	-5.2	6.4	-8.0	0.621
CCOC(=O)C1=C(C)NC2=C(C(=O)C(C(=O)OCC)C(c3ccco3)C2)C1c1ccccn1 (stereo unspecified)	-15.8	-20.4[20 µM]	3.5	-14.1	4.3	-15.5	-6.5	0.8	-1.67
COC(=O)C(NNc1ccccc1C)(NC(=O)c1ccc(F)cc1)C(F)(F)F (stereo unspecified)	-8.7	-10.6[20 µM]	-2.8	-19.9	-14.1	-12.5	3.5	-22.4	-0.279
NC(=O)c1cc(N=Nc2c(N)[nH]n(-c3c(Cl)cc(Cl)cc3Cl)c2=O)ccc1Cl	-13.2	-19.8	6.7	-2.8	-3.2	1.4	6.7	-6.5	2.46
Cc1ccc(-c2nc3ccccc3nc2NN)cc1	-7.5	-21.1	5.3	8.3	-7.5	-2.7	-0.1	-4.7	0.639
Brc1ccccc1OCCCCCN1CCOCC1	51.7	-9.9	-6.6	-9.4	-12.3	-0.9	2.7	-1.7	-0.347
CC(=O)Nc1cccc(Oc2cnc3ccccc3n2)c1	-3.9	5.0[20 µM]	-4.1	4.5	4.8	-2.9	-6.6	-5.7	-0.214
CCOC(=O)c1c(NC(=O)COC(=O)CNC(=O)c2ccco2)sc(C(C)=O)c1C	-15.4	-10.4	-5.0	-18.2	34.5	-0.5[fluorescence artefact?]	-19.9	-4.0	-0.999
CN1C(=O)CC(N2CCN(c3ccccn3)CC2)C1=O (stereo unspecified)	8.7	-22.3	-1.1	-13.0	1.1	6.7	-17.3	-8.6	0.48

Records above that bear a hit mark in Cl transport mod.
SMILES	14-3-3 Bad PPI	Furin inhibitor	Rad51 HR inh	KLK5 inh	Thrombin inh	eIF4E 4G PPI	EBV gp42 inh	p47phox inh	Cl transport mod
COCCNC(=S)N/N=C(\C)c1cccc(C(F)(F)F)c1	-5.6	-25.4	-14.6	0.6	3.5	0.1	-24.5	-6.0	5.79*

Compounds listed so far that have an aryl thioether with sulfur outside any ring (2):
SMILES	14-3-3 Bad PPI	Furin inhibitor	Rad51 HR inh	KLK5 inh	Thrombin inh	eIF4E 4G PPI	EBV gp42 inh	p47phox inh	Cl transport mod
Cc1cc(NC(=O)CSc2c3c(nc4ccccc24)CCC3)no1	5.0	-6.0	.	-5.3	3.8	2.0	-9.7	-10.1	0.00134
c1ccc(Nc2nnc(SCc3cccc4ccccc34)s2)cc1	-1.6	-1.1[20 µM]	10.1	1.5	-3.2	-6.5	-0.8	-13.5	0.65
